# FBW7 activator = human FBW7 E3 ligase activation, primary screen; Q969H0; AlphaScreen FBW7–phospho-cyclin E peptide binding, activator screen; normalized activity (activation), % at 26.1 µM; actives 0.13% (n = 650,000); AID 1259310; in the data active means normalized activity above about 1.9%;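 further: purified mutant Fbw7 with reduced substrate affinity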
# TEAD-YAP block = TEAD-YAP interaction inhibition | inhibition, % at 9.12 µM | actives 1.4% (n = 640,000) | HEK-TIYL cells, TEAD-Gal4/YAP UAS-luciferase luminescence; in the data active means inhibition above about 32%;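 further: 0% = median of test compound wells and 100% = reference inhibitor wells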
# MITF inh = human MITF inhibition, primary screen; actives 0.91% (n = 650,000); O75030; inhibition, % at 2.6 µM; AlphaScreen MITF homodimerization, bead proximity signal; in the data active means inhibition above about 50%;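 further: 0% = vehicle wells with protein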
# Target sequence (O75030 whole entry, looked up): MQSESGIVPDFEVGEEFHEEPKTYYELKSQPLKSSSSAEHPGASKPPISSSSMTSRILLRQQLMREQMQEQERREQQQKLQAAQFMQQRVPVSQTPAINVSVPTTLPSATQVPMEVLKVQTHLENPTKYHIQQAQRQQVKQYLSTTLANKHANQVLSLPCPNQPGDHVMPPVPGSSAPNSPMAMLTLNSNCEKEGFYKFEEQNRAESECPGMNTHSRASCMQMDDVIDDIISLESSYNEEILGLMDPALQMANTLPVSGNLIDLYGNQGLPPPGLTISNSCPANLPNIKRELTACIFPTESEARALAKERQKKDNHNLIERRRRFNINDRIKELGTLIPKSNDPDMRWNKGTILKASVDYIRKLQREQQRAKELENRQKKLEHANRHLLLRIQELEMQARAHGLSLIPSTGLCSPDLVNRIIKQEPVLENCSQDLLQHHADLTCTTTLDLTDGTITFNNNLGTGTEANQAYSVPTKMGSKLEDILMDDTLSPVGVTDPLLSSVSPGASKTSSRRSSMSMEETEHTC
# GPR151 ag = activators of human GPR151; Q8TDV0; PathHunter beta-arrestin GPR151 cells, luminescence; activation, % at 11.2 µM; actives 1% (n = 650,000); AID 1508602; in the data active means activation above about 4.9%;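 further: 0% = median of compound wells and 100% = cells with positive control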
# Target sequence (Q8TDV0 whole entry, looked up): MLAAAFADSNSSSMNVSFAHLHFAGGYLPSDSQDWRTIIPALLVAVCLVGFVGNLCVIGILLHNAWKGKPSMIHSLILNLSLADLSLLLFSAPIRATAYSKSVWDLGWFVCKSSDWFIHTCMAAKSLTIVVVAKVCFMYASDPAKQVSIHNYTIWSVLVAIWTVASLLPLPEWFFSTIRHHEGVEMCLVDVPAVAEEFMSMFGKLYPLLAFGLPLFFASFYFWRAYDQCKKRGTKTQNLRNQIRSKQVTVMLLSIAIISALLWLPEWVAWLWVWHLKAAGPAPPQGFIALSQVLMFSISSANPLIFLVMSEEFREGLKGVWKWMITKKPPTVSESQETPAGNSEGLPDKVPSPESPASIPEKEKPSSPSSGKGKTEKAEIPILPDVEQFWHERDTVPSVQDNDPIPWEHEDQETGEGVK
# * = called active by the depositor; & = joins results of further samples. Outcome played no part in choosing rows (roughly 3.4% active in at least one column).
# Preview (two entries):
structure	FBW7 activator	TEAD-YAP block	MITF inh	GPR151 ag
CCCCCn1c(=O)c2ccccc2n2c(=S)[nH]nc12	0.4	1.8	9.2	1.1
O=C(CN1CCCC1)Nc1ccc(F)c(Cl)c1	0.0	-0.3	36.3	-0.5

# Results, from the first entry:
structure	FBW7 activator	TEAD-YAP block	MITF inh	GPR151 ag
CCCCCn1c(=O)c2ccccc2n2c(=S)[nH]nc12	0.4	1.8	9.2	1.1
O=C(CN1CCCC1)Nc1ccc(F)c(Cl)c1	0.0	-0.3	36.3	-0.5
COc1ccc(/C=C(\C#N)C(=O)Nc2cc([N+](=O)[O-])ccc2F)cc1	0.4	0.9	12.6	-0.1
COC(=O)C1CC(=O)N(C)C12CCN(Cc1ccc(C(C)C)cc1)CC2 (stereo not drawn)	0.1	-9.3	5.1	-0.8
CCOC(=O)C1CCCN(c2c(NCCN(C)Cc3ccccc3)c(=O)c2=O)C1 (stereo not drawn)	0.5	0.0	16.4	0.9
COc1ccc(S(=O)(=O)N(CC(=O)NCc2ccccc2OC)c2ccc(Cl)cc2)cc1	0.1	5.4	11.4	-0.5
CNC(=S)NCCCNc1nc2ccc(C)cc2cc1C#N	-0.1	-13.0	-7.8	-0.9
COc1cccc(C2Nc3ccccc3NC3=C2C(=O)CC(c2cccs2)C3)c1 (stereo not drawn)	0.0	2.1	11.8	-1.0
O=C(CSc1ncnc2c1oc1ccccc12)N1CCCC1	1.0	-14.2	5.1	-0.5
O=C(Nc1ccc(Cl)c(Cl)c1)C1C(c2ccccc2)=C1c1ccccc1	-0.1	-5.2	5.6	1.1
O=C(Cc1ccccc1)NCCc1csc(-c2cccnc2)n1	0.2	6.1	24.8	-1.8
CCN(CC(=O)N1CCC(C)CC1)S(=O)(=O)c1ccc2ccccc2c1	1.2	-1.9	0.2	1.6
O=C(Nc1cccc(Cl)c1)c1ccc(Nc2nc(-c3ccccc3)c3ccccc3n2)cc1	0.7	-0.6	5.7	0.3
Cc1cc(C)cc(-n2nc3c(c2NC(=O)C(C)(C)C)CSC3)c1	-0.1	-11.6	-3.5	-0.2
CC(=O)c1sc(=Nc2ccc(C)cc2)n(CCO)c1C	-0.1	-2.2	-9.4	-1.2
O=C(Nc1ccc(S(=O)(=O)N2CCCCCC2)cc1)c1ccc(-c2ccccc2)cc1	-0.2	0.3	1.5	-0.1
Cn1c(COc2ccc3c(c2)OCO3)nnc1SCC(N)=O	0.3	2.2	17.0	-1.0
O=C(NCC1CCCO1)C1CCCN(C(=O)N2CCOc3ccccc32)C1 (stereo not drawn)	-0.1	-4.7	2.3	0.4
CS(=O)(=O)Oc1cc2oc(=O)cc(-c3ccccc3)c2cc1Cl	-0.3	-11.2	-15.7	1.3
COc1cccc(/C(O)=C2\C(=O)C(=O)N(CCc3ccc(OC)c(OC)c3)C2c2cccnc2)c1 (stereo not drawn)	0.0	0.3	12.9	1.8
COc1ccc(CC(=O)N(c2ccc(C(C)C)cc2)C2C=CS(=O)(=O)C2)cc1 (stereo not drawn)	0.0	3.7	4.0	0.7
O=C(COc1ccc(-c2ccccc2)cc1)NC1CCCCCCCCCCC1	1.2	-6.3	13.2	-0.4
COC(=O)c1cccc(-c2cc(Cl)c3c(c2)CC(CNC(C)=O)O3)c1 (stereo not drawn)	0.0	2.8	20.1	0.4
OCCNCCCOc1ccc(Br)cc1Cl	0.1	1.9	38.0	-0.4
CN1CCN(C(=S)Nc2ccc(Oc3ccccc3)cc2)CC1	0.0	-4.6	3.8	-0.3
Cn1cc(C(=O)N2CCCC2)cc(NC(=O)C2CC(=O)N(c3ccc(Cl)cc3)C2)c1=O (stereo not drawn)	-0.1	-5.3	-0.1	1.1
CC(=O)Oc1cccc(C2C3=C(CC(C)(C)CC3=O)Nc3ccccc3N2C(=O)c2ccccc2)c1 (stereo not drawn)	-0.3	-10.5	2.4	0.8
CCc1cc2c(cc3c(=O)n(CC(=O)NCc4ccccc4)ncn32)s1	-0.1	8.7	5.8	-0.1
CCOC(=O)N1CCN(C(=O)CS(=O)(=O)c2nnc(-c3ccc(Cl)s3)o2)CC1	0.1	2.9	-1.1	1.5
CCc1nc(C(N)=O)c2[nH]c(=O)n(-c3cccc(F)c3)c2n1	0.5	-0.3	-3.5	1.4
Cc1ccc(C2=NC(C)(C)N=C2SCC(=O)Nc2ccc(F)cc2)cc1	-0.1	14.3	9.6	0.2
Cc1ccc(C2=N/C(=C\c3ccc(Cl)cc3)C(=O)O2)cc1	-0.1	3.6	4.9	1.5
C/C(=N\Nc1cc(N2CCOCC2)nc(C)n1)c1ccc([N+](=O)[O-])cc1	-0.2	-1.4	-9.9	0.2
CCc1ccc(CNC(=O)CCS(=O)(=O)Cc2ccccc2Cl)cc1	-0.3	-10.9	2.3	0.0
COc1ccc(C2=NS(=O)(=O)N(C)C(C(=O)NC(C)(C)C)=C2)cc1	0.6	2.4	24.3	-2.6
CCOC(=O)N1CCc2c(sc3c2C(=O)NC(c2ccccc2)N3)C1 (stereo not drawn)	0.0	-8.6	-10.6	-0.2
CC(C)CC(=O)Nc1nnc(SCC(=O)Nc2ccc(F)cc2)s1	0.0	6.6	-6.9	3.4
COc1ccc(NS(=O)(=O)c2ccc(NC(=O)c3ccc4c(c3)OCO4)cc2)cc1	0.0	21.2	-5.5	1.4
CCOC(=O)c1ccc(NC(=O)CSc2nc3cccnc3n2C)cc1	0.0	4.7	4.3	0.2
Cc1cc(=O)[nH]c(SCC(=O)Nc2c(C)n(C)n(-c3ccccc3)c2=O)n1	-0.2	-3.4	9.3	-0.3
CCOc1ccc(CCNS(=O)(=O)c2cc(-c3nnc(Nc4ccccc4C)c4ccccc34)ccc2C)cc1OCC	0.2	-1.1	10.5	-1.2
COc1ccc(OCCCN2CC(C)OC(C)C2)cc1 (stereo not drawn)	-0.2	3.0	25.4	0.9
CN1CCN(CC(O)Cn2cc(/C=C/C(=O)c3cccs3)c3ccccc32)CC1 (stereo not drawn)	0.2	12.3	5.0	-2.8
CC(C)(C)NS(=O)(=O)c1ccc2c(c1)CCN2C(=O)C1CC1	-0.3	2.5	0.0	0.5
CC(C(=O)Nc1ccc(S(N)(=O)=O)cc1)N1C(=O)CCC1=O (stereo not drawn)	0.1	2.2	8.8	1.7
COc1ccc(C(=O)NCc2nnc(SCC(=O)N3N=C(c4cccs4)CC3c3ccc(C)cc3)n2-c2ccccc2)cc1 (stereo not drawn)	-0.1	7.8	-9.8	1.1
N#Cc1cc2cc3c(cc2nc1SCC(=O)N1CCc2ccccc2C1)OCCO3	0.1	2.8	7.7	0.7
CCOc1cc(Cl)c(CNCCCO)cc1OCC	0.2	9.1	10.4	2.0
COc1ccc(C(CC(=O)NCc2ccc3c(c2)OCO3)N2Cc3ccccc3C2=O)cc1 (stereo not drawn)	-0.1	5.3	-2.3	-0.3
CCOc1ccc(C(=O)Nc2c(C)ccc3nsnc23)cc1Cl	-0.2	4.4	13.9	-0.9

# Continued:
structure	FBW7 activator	TEAD-YAP block	MITF inh	GPR151 ag
CC1(C)CC(NC(=O)c2cc(Br)ccc2Cl)CC(C)(C)N1	-0.1	0.7	-6.8	0.6
C[Si](C)(C)c1cn(-c2ccc(Nc3nccc(-c4ccc(S(C)(=O)=O)cc4)n3)cc2Cl)nn1	0.1	18.9	3.1	0.2
O=c1/c(=C/c2cn[nH]c2-c2ccccc2)sc2nc3ccccc3n12	-0.2	10.9	-6.0	0.5
Cc1nc(NCCN(C)C)cc(-c2cncc(-c3cccs3)c2)n1	0.1	-7.1	12.1	1.5
O=C(O)c1cccc(CN2C(=O)CSC2=O)c1	1.6	-12.4	-2.4	-1.7
Cc1ccc(CN2CCN(Cc3ccc(C)s3)CC2CCO)o1 (stereo not drawn)	-0.1	1.3	4.1	1.5
OCCC1CN(Cc2ccccn2)CCN1Cc1ccc(F)cc1 (stereo not drawn)	-0.2	-5.7	11.8	-0.6
CCOc1ccc(N(CC(=O)NC2CCCCCCC2)S(=O)(=O)c2cccnc2)cc1	0.0	0.1	11.3	-0.4
C=CCn1c(SCC(=O)Nc2ccc(Br)cc2)nc2sc(C)c(C)c2c1=O	0.1	6.8	-10.0	0.5
O=C1CCCC2=C1C(c1cc(Cl)ccc1O)C1=C(CCCC1=O)O2	0.0	-2.2	1.6	-0.8
CCOC(=O)c1c(NC(=O)CCl)sc2c1CCC2	-0.2	7.9	4.1	-0.6
C/C(=N\NC(=O)c1cc([N+](=O)[O-])cc([N+](=O)[O-])c1)c1ccc(Cl)c(Cl)c1	1.3	-2.3	19.9	0.6
COc1cc(=O)n2c(c1C(=O)N1CCSCC1)CCN(C/C=C/c1ccco1)CC2	-0.2	-3.2	13.4	0.7
COC(=O)c1cc(OC)c(OC)cc1NC(=O)Nc1ccc([N+](=O)[O-])cc1	-0.1	-8.9	-8.2	0.8
COc1ccc(-c2noc(CN(C(=O)c3cccc(Br)c3)C(C)C)n2)cc1	0.0	-15.4	5.0	-0.8
Cc1ccc(S(=O)(=O)NCC(=O)OCc2ccc([N+](=O)[O-])cc2)cc1	0.9	10.0	-0.9	-1.2
Cc1nccc2[nH]c(=O)c(C(=O)NC3CCN(Cc4ccccc4)CC3)cc12	0.1	6.7	-6.2	4.6
COc1ccc(-n2c(SCc3ccccc3)nc3sc4c(c3c2=O)CCc2ccccc2-4)cc1	0.0	4.6	-12.5	1.5
O=C1CCCC/C1=C\Nc1ccc(Cl)cc1[N+](=O)[O-]	0.0	-7.7	4.9	-0.8
COc1cc(C2C(C(=O)OC3CCCC3)=C(C)NC3=C2C(=O)CC(c2cccs2)C3)cc([N+](=O)[O-])c1O (stereo not drawn)	-0.1	14.0	3.2	1.4
O=C(/C=C/c1ccc(O)cc1)c1ccc(O)cc1O	0.0&0.2	-11.8&-2.4	18.4&-1.7	-11.5&-11.8
Cc1ccc(-n2nc3c(c2NC(=O)c2ccccc2I)CS(=O)(=O)C3)c(C)c1	0.1	11.6	10.0	-0.5
Cc1cc(/C=N/n2cnnc2)c(C)n1-c1ccc2ncccc2c1	-0.1	9.3	-5.3	0.0
COc1ccc(C(=O)c2oc3ccc(NC(=O)C(C)(C)C)cc3c2C)cc1	0.0	-6.6	1.3	2.1
Cn1cnnc1SCC(=O)N1CCCCC1	0.1	-0.8	2.8	0.9
N#Cc1cc2c(nc1SCC(=O)N1c3ccccc3Sc3ccccc31)CCCC2	0.0	-2.9	3.1	-0.5
O=S(=O)(Nc1cccc(C(F)(F)F)c1)c1cccc2cccnc12	-0.1	-11.8	-6.4	1.1
CC1(C)CC(=O)C2=C(C1)Nc1ccccc1N(C(=O)C(F)(F)F)C2c1cccc([N+](=O)[O-])c1 (stereo not drawn)	0.0	9.2	2.2	0.1
CCC(=O)N1c2ccccc2NC2=C(C(=O)CC(C)(C)C2)C1c1cc(OC)c(OC)c(OC)c1 (stereo not drawn)	-0.1	-8.4	2.6	1.6
CCC1CN(CC2CC2)Cc2cc(OC)ccc2O1 (stereo not drawn)	0.0	-25.3	-2.2	0.4
COCCn1c(SC/C(O)=C(\C#N)c2nc3ccccc3[nH]2)nc2ccccc2c1=O	0.0	-4.1	15.2	-0.9
CC(=O)c1ccc(N2CCN(c3c(-c4ccc(C)c(C)c4)c(=O)c3=O)CC2)cc1	0.3	-1.9	13.9	2.3
CCn1c2ccccc2n2c(=O)n(CC(=O)N3CCOCC3)nc12	0.1	1.8	37.5	-0.1
Cc1ccc(C(=O)N2CCC3(CC2)CC3C(=O)N2CCN(c3ccccn3)CC2)c(C)c1 (stereo not drawn)	-0.1	-1.0	-3.2	0.3
COc1ccc(C2C=C(c3cccc(Br)c3)Nc3nc4ccccc4n32)cc1OC (stereo not drawn)	0.1	-77.5	12.2	-0.5
O=C1NC2(CCN(C(=O)c3cccc4nccnc34)CC2)Oc2ccccc21	0.0	6.3	2.7	1.1
COc1cccc(NC(=O)c2sc3nc(-c4ccccc4)cn3c2C)c1	0.2	-9.2	-8.7	-0.4
O=C(c1ccc2nc3cc(Cl)ccc3c(=O)n2c1)N1CCCCC1	0.0	-10.3	6.6	-0.1
O=C1CSC(c2cccc(Oc3ccccc3)c2)N1c1c(F)cccc1F (stereo not drawn)	-0.1	-3.1	7.2	0.1
CCCn1c(=S)[nH]c2cc(C(=O)NCCCOC)ccc2c1=O	0.2	-2.2	7.5	0.9
CCOC(=O)c1ccc(S(=O)(=O)Oc2ccccc2C(N)=O)cc1	0.2	-2.3	5.5	1.1
CCOC(=O)c1ccc(NC(=O)c2sc(NC(=O)c3cccc(F)c3)c(C(=O)OCC)c2C)cc1	1.2	1.3	12.1	0.6
CCN1CCN(CCCNC(=O)c2nn(-c3ccc(OC)cc3OC)c(=O)c3ccccc23)CC1	0.0	-3.5	-4.4	1.9
O=C(Cc1ccccc1)Nc1ccnn1C1CCN(Cc2cccc3nonc23)CC1	0.1	-0.5	8.8	-2.5
O=C1CCCN1CCn1cnc2c(Nc3ccccc3)nc(N3CCCC3CO)nc21 (stereo not drawn)	-0.1	-0.8	-3.9	-0.4
Cc1ccc(NC(=S)NC2CC3CCC2C3)cc1S(=O)(=O)N(C)C (stereo not drawn)	0.2	-16.1	1.5	0.8

# Bioassay records from PubChem BioAssay.
